Tau fluor cs: counter-screen for tau fibril formation inhibitors; Potency, µM (titrated, usually from 57.7 µM), inactives show at the top dose activity change, negative = decrease; tau K18 P301L Alexa594 fluorescence, heparin fibrillization; 0.93% of 280,000 active; further: potency means the concentration at half of the fitted maximal effect; on the % scale 0 is the no-effect control and ±100 the full control effect; nearly all actives have a fitted effect of over 55% in size
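Human tau K18 P301L (15 uM unlabeled, 0.24 uM Alexa 594-labeled) in 100 mM sodium acetate pH 7 with 20 uM heparin, 6 hr at 37 C. ThT 30 uM added, 1 hr ambient; Alexa 594 FP and total fluorescence read at 555/632 nm.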
TRb-SRC2 inh: TRbeta-SRC2 interaction inhibition; P10828; TRbeta-SRC2 peptide binding, fluorescence polarization; receptor liganded with 1 µM T3; Potency, µM (highest dose often 106 µM), for inactives: at the top dose activity change, negative = inhibition, most hits filed as inhibitors; 0.065% of 280,000 active;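 further: potency means the concentration at half of the fitted maximal effect; plate controls were bound peptide for no effect and peptide without receptor for full effect; nearly all actives have a fitted effect of over 50% in size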
Target sequence (P10828 whole entry, looked up): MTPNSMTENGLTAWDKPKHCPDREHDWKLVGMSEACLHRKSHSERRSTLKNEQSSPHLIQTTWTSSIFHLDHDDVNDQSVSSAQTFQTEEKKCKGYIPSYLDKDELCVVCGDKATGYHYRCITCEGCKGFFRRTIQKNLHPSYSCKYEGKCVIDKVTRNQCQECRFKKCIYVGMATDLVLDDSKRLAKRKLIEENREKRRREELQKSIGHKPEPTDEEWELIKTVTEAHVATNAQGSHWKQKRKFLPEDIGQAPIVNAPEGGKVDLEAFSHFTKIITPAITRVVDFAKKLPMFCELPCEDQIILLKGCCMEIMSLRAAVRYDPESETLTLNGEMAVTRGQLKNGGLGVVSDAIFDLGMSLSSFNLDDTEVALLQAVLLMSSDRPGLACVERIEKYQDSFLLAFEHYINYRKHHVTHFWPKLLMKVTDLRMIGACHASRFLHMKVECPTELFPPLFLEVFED
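TRb LBD 0.6 uM + Texas Red SRC2 peptide 20 nM, 1 uM T3, Tris buffer w/ 5% DMSO; compound pinned, 5 h RT; FP read ex 555/em 632; normalized to unbound and bound controls.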
NPSR antag: antagonists of human neuropeptide S receptor cAMP signaling | Q6W5P4 | CHO-NPSR cells, cAMP TR-FRET, antagonist mode | Potency, µM (highest dose often 38.3 µM), without a hit: at the highest dose activity change, negative = inhibition, actives largely listed as inhibitors | 1% of 220,000 active; further: potency means the concentration at half of the fitted maximal effect; on the % scale 0 is the no-effect control and ±100 the full control effect; nearly all actives have a fitted effect of over 50% in size; many of its hits are not listed in these tables
TexasRed fluor: counter-screen for TRb-SRC2 inhibitors: fluorescence interference; TRb/SRC2 Texas Red total fluorescence interference; 0.29% of 280,000 active; Potency, µM (highest dose often 106 µM), for the others: top-dose fluorescence change, negative = quenching; active means well fitted curve in either direction with a large enough effect; inconclusive means small, poorly fitted or top-dose-only effect; further: potency means the concentration at half of the fitted maximal effect; on the % scale 0 is the no-effect control and ±100 the full control effect
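Human TRb ligand-binding domain at 0.6 uM with 20 nM Texas Red SRC2 peptide in Tris buffer containing 1 uM T3 and 5% DMSO, incubated with compound 5 h at ambient temperature. Total fluorescence (555/632 nm) calculated as parallel + 2 × perpendicular.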
Tau FP inhib: inhibitors of human tau fibril formation; P10636; K18 P301L tau heparin fibrillization, Alexa594 FP, 6 h; Potency, µM (series often up to 57.7 µM), for the others: at the top dose activity, negative = inhibition, hits mostly inhibitors; 0.39% of 280,000 active; AID 1468; further: potency means the concentration at half of the fitted maximal effect; on the % scale 0 is the no-effect control and ±100 the full control effect; nearly all actives have a fitted effect of over 55% in size
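Human K18 P301L fragment (15 uM unlabeled plus 0.24 uM Alexa 594-labeled) in 100 mM sodium acetate pH 7 with compound, aggregation induced by 20 uM heparin for 6 hr at 37 C. ThT (30 uM) added for 1 hr, then Alexa 594 FP read.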
Epigenetic reg: epigenetic control regulation, reporter derepression. murine LDR cells, GFP reporter derepression, 30 h. Potency, µM (titrated, usually from 53.9 µM), for the others: at the highest dose GFP activation, actives largely listed as activators. 0.2% of 280,000 active. AID 1865; further: potency means the concentration at half of the fitted maximal effect; % of control where 0% means no effect; nearly all actives have a fitted effect of over 60% in size
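GFP-positive cell count by laser-scanning cytometry (objects 20–120 um) after 30 h, 37 C compound exposure of murine LDR cells; reporter is CMV-GFP integrated at a silenced locus, inducible by HDAC or DNMT inhibitors.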
CBFb-RUNX1 inh: CBF-beta/RUNX1 interaction disruption. Q01196+Q13951. AlphaScreen CBFb-His/RUNX1-biotin binding, biochemical. Potency, µM (top dose mostly 59.8 µM), without a hit: top-dose activity, negative = inhibition, hits mostly inhibitors. 230,000 tested, under 10 active. AID 1477; further: % of control where 0% means no effect
Target sequence (Q01196 whole entry, looked up): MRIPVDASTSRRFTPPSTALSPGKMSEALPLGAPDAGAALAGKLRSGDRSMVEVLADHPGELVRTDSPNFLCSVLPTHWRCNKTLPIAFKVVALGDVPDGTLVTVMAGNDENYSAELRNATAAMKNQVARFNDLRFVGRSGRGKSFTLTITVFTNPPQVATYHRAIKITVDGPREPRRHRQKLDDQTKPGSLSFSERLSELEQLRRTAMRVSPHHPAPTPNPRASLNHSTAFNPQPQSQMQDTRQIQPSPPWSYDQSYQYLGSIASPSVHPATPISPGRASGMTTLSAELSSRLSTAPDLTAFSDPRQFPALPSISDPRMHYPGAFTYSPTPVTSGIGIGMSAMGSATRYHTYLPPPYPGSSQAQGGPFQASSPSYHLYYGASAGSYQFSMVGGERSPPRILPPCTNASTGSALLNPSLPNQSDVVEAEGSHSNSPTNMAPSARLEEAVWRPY
Target sequence (Q13951 whole entry, looked up): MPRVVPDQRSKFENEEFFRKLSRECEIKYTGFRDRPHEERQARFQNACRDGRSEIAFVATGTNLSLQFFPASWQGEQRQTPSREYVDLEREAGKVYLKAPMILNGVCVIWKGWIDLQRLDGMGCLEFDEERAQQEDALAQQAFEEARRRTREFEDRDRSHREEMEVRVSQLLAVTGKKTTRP
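Inhibition was taken as any reduction in AlphaScreen signal from the CBF-beta–RUNX1 pair (His and biotin tags, 30 nM each), measured after compound (15 min) and bead (90 min) incubations at room temperature.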
GLA spleen mod: inhibits or activates alpha-galactosidase in human spleen homogenate. human spleen homogenate, 4MU-alpha-Gal fluorescence, 40 min. P06280. AID 2107. Potency, µM (highest dose often 80 µM), for inactives: at the highest dose activity change, negative = inhibition, usual class: inhibitors. 0.008% of 240,000 active;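 further: potency means the concentration at half of the fitted maximal effect; 0% = enzyme with vehicle and -100% = no enzyme basal signal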
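qHTS titration in buffer at pH 5.0. Alpha-galactosidase activity in spleen homogenate was measured via 4-methylumbelliferone release from 1 mM fluorogenic substrate after 40 min at 37C and a pH 10 stop. AC50 came from Hill fits of control-normalized data.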
* hit, by the source's call; ? = inconclusive; . = not tested or not shown; [ ] = dose if it differs, or a comment. Unless noted, the call rests on the fitted dose curve; in most records, active means well fitted curve in the direction sought with a large enough effect; inconclusive means small, poorly fitted or top-dose-only effect, or another doubt; inactive means no such curve, though single readings can be large; an effect the other way counts as inactive or inconclusive. Some of the compounds tested (hit frequency here may not be typical).

no.	Structure	Tau fluor cs	TRb-SRC2 inh	NPSR antag	TexasRed fluor
1	COc1cc(C(O)P(=O)(OCC(C)C)c2ccc(N(C)C)cc2)cc(OC)c1OC (stereo not given)	-28%	5%	6%	0%
2	O=C(Nc1ccc(F)cc1)N1CCN(C(=O)c2nsc3ccccc23)CC1	1%	-1%	.	1%
3	O=C(O)c1cccnc1SC1CC(=O)N(c2cccc3ccccc23)C1=O (stereo not given)	4%	0%	3%	-6%
4	O=C(C1CCCN(S(=O)(=O)Cc2ccccc2)C1)N1CCC(Cc2ccccc2)CC1 (stereo not given)	-8%	-16%	-18%[46.1 µM]	-3%
5	Cn1c(SCC(=O)c2cccs2)nnc1-c1ccco1	6%	-12%	-4%[46.1 µM]	3%
6	COc1ccc(OCC(=O)Nc2ccc(Cl)cc2)cc1	-8%	-6%	-12%	-1%
7	Cc1cccc(-n2c(SCc3cc(=O)n4c(C)cccc4n3)nc3[nH]ncc3c2=O)c1	-5%	-2%	-4%[46.1 µM]	3%
8	CCOc1ccc(CNC(=O)c2cc3c(=O)oc4ccc(C)cc4c3s2)cc1	-4%	-1%	.	3%
9	Cc1ccccc1Cn1c(=O)sc2ccccc2c1=O	-4%	-3%	-14%	-8%
10	C/C(=N/NC(=O)c1sc(NS(=O)(=O)c2ccccc2)nc1C)c1ccc(F)cc1	-5%	8%	-18%	-19%

no.	Tau FP inhib	Epigenetic reg	CBFb-RUNX1 inh	GLA spleen mod
1	-3%	-1.2%	11%	8%
2	-4%	-3.8%	.	.
3	0%	1.1%	-6%	-7%
4	0%	-2.6%	2%	2%
5	0%	-0.2%	8%	3%
6	6%	-2.9%	13%	-16%
7	9%	0.0%	-4%	-7%
8	0%	1.1%	.	.
9	-19%	0.0%	?	-8%
10	8%	-1.1%	-9%	3%

(further entries)
no.	Structure	Tau fluor cs	TRb-SRC2 inh	NPSR antag	TexasRed fluor
11	Cc1ccccc1C(=O)NNC1CC(=O)N(c2ccc3c(c2)OCCO3)C1=O (stereo not given)	11%	2%[53 µM]	16%	-2%[53 µM]
12	Cc1cc([N+](=O)[O-])cc2ncccc12	-9%	1%	1%[46.1 µM]	1%
13	COC(=O)CNC(c1ccccc1)c1cc(Cl)ccc1NC(=O)c1cccc(Cl)c1 (stereo not given)	-14%	-2%	-53%	-2%
14	CCCOC(=O)c1c(NC(=O)/C=C/c2cnn(C)c2C)sc(C(=O)OCC)c1C	2%	5%	?	0%
15	CN(C)/C=C(\C#N)C(N)=C(C#N)C#N	-1%	6%	5%	-2%
16	CC(=O)Nc1nnc(SCc2ccc(F)cc2)s1	-9%	0%	-5%[46.1 µM]	-1%
17	COc1ccc(CNC(=O)c2cc(SC)ccc2Cl)cc1OC	3%	4%	8%	0%
18	O=C(Nc1ccc(N2CCN(c3ccc(F)cc3)CC2)c(C(=O)O)c1)c1ccccc1F	3%	-2%	.	2%
19	CC1=NN(c2ccc(Cl)cc2)C(=O)C1	-25%	-24%	7%	-6%
20	O=C1c2ccccc2N2C(=O)c3ccccc3C2N1O (stereo not given)	-8%	-2%	5%[46.1 µM]	2%

no.	Tau FP inhib	Epigenetic reg	CBFb-RUNX1 inh	GLA spleen mod
11	-4%	-1.3%	15%	2%
12	7%	0.7%	0%	-1%
13	-12%	-2.6%	23%	-1%
14	5%	0.0%	2%	-5%
15	-6%	-1.4%	3%	0%
16	-4%	0.9%	1%	1%
17	1%	-0.8%	1%	-4%
18	5%	0.0%	.	.
19	-3%	-4.5%	3%	-6%
20	6%	-0.8%	2%	5%

Some of the entries so far, with tabs.
nr	smiles	Tau fluor cs	TRb-SRC2 inh	NPSR antag	TexasRed fluor	Tau FP inhib	Epigenetic reg	CBFb-RUNX1 inh	GLA spleen mod
18	O=C(Nc1ccc(N2CCN(c3ccc(F)cc3)CC2)c(C(=O)O)c1)c1ccccc1F	3%	-2%	.	2%	5%	0.0%	.	.
16	CC(=O)Nc1nnc(SCc2ccc(F)cc2)s1	-9%	0%	-5%[46.1 µM]	-1%	-4%	0.9%	1%	1%

Laid out differently: entries from further up
#16 CC(=O)Nc1nnc(SCc2ccc(F)cc2)s1
#19 CC1=NN(c2ccc(Cl)cc2)C(=O)C1
Screen / compound no.	16	19
Tau fluor cs	-9%	-25%
TRb-SRC2 inh	0%	-24%
NPSR antag	-5%[46.1 µM]	7%
TexasRed fluor	-1%	-6%
Tau FP inhib	-4%	-3%
Epigenetic reg	0.9%	-4.5%
CBFb-RUNX1 inh	1%	3%
GLA spleen mod	1%	-6%

Next part:
no.	Structure	Tau fluor cs	TRb-SRC2 inh	NPSR antag	TexasRed fluor
21	COc1nc(-c2ccccc2)nnc1-c1ccccc1	-22%	1%	-21%	2%
22	OC1(c2cccc(C(F)(F)F)c2)CCN(Cc2nnnn2Cc2ccccc2)CC1	-1%	-2%	-32%	-2%
23	S=C(NCc1ccccc1)NNc1ccccc1	-24%	-3%	-2%	-1%
24	N#CCCN(C1CCCCC1)S(=O)(=O)c1cccc2nsnc12	-6%	3%	2%	-2%
25	CCc1ccccc1NC(=O)Cn1nnc(C(=O)NCc2ccco2)c1N	-6%	-9%	.	-2%
26	Cc1cc(C)nc(NS(=O)(=O)c2ccc(NC(=O)Cn3c(=O)oc4ccccc43)cc2)n1	-7%	-15%	-11%[46.1 µM]	1%
27	Cc1onc(-c2ccccc2)c1C(=O)NCc1cccnc1	6%	-3%	6%[46.1 µM]	-3%
28	CCN(C(=O)CSc1nnc(NCc2ccccc2)s1)C1CCS(=O)(=O)C1 (stereo not given)	-8%	-3%	7%	0%
29	Cc1ccccc1-n1c(=O)n(Cc2ccccc2)c(=O)c2[nH]cnc21	-5%	0%	10%	1%
30	O=c1[nH]c(SCc2ccccc2Cl)nc2c1CCCC2	10%	2%	29%[46.1 µM]	-11%

no.	Tau FP inhib	Epigenetic reg	CBFb-RUNX1 inh	GLA spleen mod
21	-5%	-1.3%	0%	1%
22	10%	-2.0%	6%	-7%
23	?	-0.3%	-2%	3%
24	1%	9.5%	-8%	-5%
25	-9%	-1.0%	.	.
26	0%	-1.0%	-5%	-4%
27	1%	1.7%	10%	-2%
28	-12%	-1.1%	0%	3%
29	-2%	4.2%	0%	1%
30	0%	0.0%	-1%	-4%

Further entries follow:
no.	Structure	Tau fluor cs	TRb-SRC2 inh	NPSR antag	TexasRed fluor
31	Cc1cc(C(=O)NCCCc2ccccc2)no1	0%	-1%	-3%[46.1 µM]	3%
32	Cc1ccccc1/C(N)=N/O	0%	-6%	22%	-1%
33	COc1cc(/C=N/n2c(-c3cc(C)[nH]n3)n[nH]c2=S)cc(OC)c1OC	-9%	-1%	10%	-1%
34	C/C(=N\Oc1cccc(F)n1)c1ccc(Cl)cc1Cl	-23%	-13%	-1%[46.1 µM]	0%
35	CC1=[N+]([O-])C(C)(C)CC(C)(C)c2ccccc21	-10%	4%	-8%[46.1 µM]	1%
36	Cc1cc2nc(-c3cccc(NC(=O)c4cccc5ccccc45)c3)oc2cc1C	-24%	-2%	.	2%
37	COc1ccccc1C(=O)Nc1nc2nc(C)cc(=O)n2[nH]1	4%	-15%	.	-1%
38	Cc1ccc(C(=O)NNC(=O)C2CCN(S(=O)(=O)c3ccc(Cl)cc3)CC2)cc1	1%	-4%	18%	0%
39	C#Cc1ccc([C@H]2C=C(C(=O)N3CCN(Cc4ccc5c(c4)OCO5)CC3)O[C@@H](OCc3ccc(CO)cc3)C2)cc1	-15%	-5%	51%	0%
40	CC(=O)Nc1ccc(C(=O)OCc2ccc(F)cc2)cc1	-3%	-6%	-11%	1%

no.	Tau FP inhib	Epigenetic reg	CBFb-RUNX1 inh	GLA spleen mod
31	-2%	0.0%	1%	4%
32	3%	0.5%	-6%	-2%
33	-4%	3.2%	5%	0%
34	-11%	-1.0%	25%	0%
35	-4%	-1.0%	3%	12%
36	-11%	-1.6%	.	.
37	10%	-1.9%	.	.
38	6%	-1.6%	6%	8%
39	4%	-2.9%	?	5%
40	0%	4.6%	-4%	2%

Results in sequence from above.
Tau FP inhib, entries 3 to 12 → 0%, 0%, 0%, 6%, 9%, 0%, -19%, 8%, -4%, 7%
Tau fluor cs, entries 3 to 12 → 4%, -8%, 6%, -8%, -5%, -4%, -4%, -5%, 11%, -9%

(next part)
no.	Structure	Tau fluor cs	TRb-SRC2 inh	NPSR antag	TexasRed fluor
41	O=C(c1cc(COc2ccc3ncccc3c2)on1)N1CCCCCC1	-5%	-8%	-4%	-6%
42	COc1ccc(-c2nn(-c3ccccc3C)cc2CNCc2cccnc2)cc1F	-12%	1%	26%	-3%
43	CC1(C)OC(=O)N(Cc2ccco2)C1(C)O (stereo not given)	-3%	7%	4%[46.1 µM]	-2%
44	Cc1cc2n(n1)C(c1c[nH]c3ccccc13)Nc1ccccc1-2 (stereo not given)	25µM*[quencher]	-4%	-18%[46.1 µM]	-2%
45	COc1ccc(C(C(=O)NC(C)(C)C)N(Cc2ccccc2)C(=O)CCC(=O)Nc2cc(C)on2)cc1 (stereo not given)	-20%	11%	-35%	-2%
46	COc1ccc(-c2nc(-c3ccccc3)c(-c3ccc(F)cc3)[nH]2)c(OC)c1C	?	16%	.	-1%
47	Fc1ccc(N2CCN(c3ncnc4onc(-c5ccc(Cl)cc5)c34)CC2)cc1	-20%	1%	.	-1%
48	COc1ccc2cc(OC)c(C(=O)N3CCOCC3)cc2c1	-1%	9%	11%	-2%
49	COC(=O)[C@@]1(Cc2ccc(OC)cc2)[C@H]2c3cc(C(=O)N(C)C)n(Cc4ccccn4)c3C[C@H]2CN1C(=O)c1ccccc1	2%	-1%	.	0%
50	Cc1nnc(SCC(=O)Nc2nsc(-c3ccc(Cl)cc3)n2)s1	-10%	2%	2%[46.1 µM]	-2%

no.	Tau FP inhib	Epigenetic reg	CBFb-RUNX1 inh	GLA spleen mod
41	7%	0.0%	1%	-1%
42	7%	3.2%	5%	-2%
43	-5%	0.2%	5%	-5%
44	28µM*	0.0%	9%	3%
45	-2%	-1.1%	4%	4%
46	0%	0.0%	.	.
47	4%	0.6%	.	.
48	0%	-0.1%	3%	-13%
49	7%	1.4%	-3%	6%
50	-11%	4.2%	1%	-9%
